Screens from PubChem.
Tau fluor cs: counter-screen for tau fibril formation inhibitors; AID 1463; Potency, µM (series often up to 57.7 µM), inactives show at the top dose activity change, negative = decrease; actives 0.93% (n = 280,000); tau K18 P301L Alexa594 fluorescence, heparin fibrillization; also: % is scaled to controls: 0 for no effect and ±100 for the full control effect; nearly all actives have a fitted effect of over 55% in size
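Human K18 P301L tau (15 uM unlabeled plus 0.24 uM Alexa 594-labeled, final) in 100 mM sodium acetate pH 7 was mixed with compound and 20 uM heparin and incubated 6 hr at 37 C.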
GAA spleen mod: lysosomal alpha-glucosidase (human) modulation. P10253. actives 0.006% (n = 240,000). Potency, µM (top dose mostly 79.9 µM), without a hit: at the highest dose activity change, negative = inhibition, hits mostly inhibitors. human spleen homogenate, 4-MU-alpha-glucoside fluorescence. AID 2112;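 also: 0% = enzyme with vehicle and -100% = no enzyme basal signal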
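AC50 values come from Hill-equation fits of concentration-response data, normalized to no-enzyme and full-activity controls. Enzyme source: 1 ug human spleen homogenate; 1 mM fluorogenic 4-MU glucoside, pH 5.0 citrate buffer, 37 C, 40 min.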
aGal spleen mod: alpha-galactosidase A (human) modulation; human spleen homogenate, 4MU-alpha-Gal fluorescence, 40 min; Potency, µM (titrated, usually from 80 µM), for the others: top-dose activity change, negative = inhibition, actives largely listed as inhibitors; actives 0.008% (n = 240,000); AID 2107;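 also: 0% = enzyme with vehicle and -100% = no enzyme basal signal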
Target sequence (P06280 32-429 limits assumed): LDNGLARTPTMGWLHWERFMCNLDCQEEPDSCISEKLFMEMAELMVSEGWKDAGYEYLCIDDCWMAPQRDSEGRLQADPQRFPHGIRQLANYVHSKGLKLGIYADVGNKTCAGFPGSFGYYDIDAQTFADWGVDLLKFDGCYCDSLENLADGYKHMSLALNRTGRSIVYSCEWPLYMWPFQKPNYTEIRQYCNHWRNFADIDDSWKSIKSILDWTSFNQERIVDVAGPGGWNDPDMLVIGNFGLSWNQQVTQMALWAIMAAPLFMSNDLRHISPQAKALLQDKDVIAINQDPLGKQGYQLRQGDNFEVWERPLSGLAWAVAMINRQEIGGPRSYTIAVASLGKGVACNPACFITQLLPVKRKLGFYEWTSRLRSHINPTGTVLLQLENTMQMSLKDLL
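Human spleen homogenate (1 ug) was the enzyme source, with 4-methylumbelliferyl-alpha-D-galactopyranoside (1 mM final) in pH 5.0 citrate buffer with 0.01% Tween-20. Compounds were titrated; after 40 min at 37C, NaOH/glycine stop, 4-MU fluorescence read; AC50 from Hill fits.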
Tau fibril ThT: tau fibrillization inhibition (ThT binding). P10636. recombinant tau K18 P301L (four-repeat tau fragment), heparin-induced fibrillization, ThT fluorescence. Potency, µM (highest dose often 57.4 µM), for inactives: at the top dose activity, negative = inhibition, usual class: inhibitors. actives 2.1% (n = 270,000); also: % is scaled to controls: 0 for no effect and ±100 for the full control effect; nearly all actives have a fitted effect of over 55% in size
Target sequence (P10636 561-689 P618L limits assumed): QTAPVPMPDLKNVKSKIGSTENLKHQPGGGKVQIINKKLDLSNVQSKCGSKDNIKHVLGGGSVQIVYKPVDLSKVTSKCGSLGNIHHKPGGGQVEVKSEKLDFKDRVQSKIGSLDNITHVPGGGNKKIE
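Tau K18 P301L fragment (15 uM unlabeled plus 0.24 uM Alexa 594-labeled) in 100 mM sodium acetate pH 7 with compound, fibrillization induced by 20 uM heparin for 6 hr at 37 C. Thioflavin T (30 uM) added, fluorescence read after 1 hr (ex 450, em 510 nm).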
GAA glycogen mod: alters human alpha-glucosidase cleavage of glycogen | actives 0.38% (n = 300,000) | Potency, µM (series often up to 76.4 µM), inactives show at the highest dose activity change, negative = inhibition, hits mostly inhibitors | recombinant GAA, glycogen substrate, Amplex Red glucose oxidase fluorescence | P10253;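 also: 0% = full enzyme reaction and -100% = no-enzyme basal signal; the screen sought inhibitors and activators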
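Recombinant enzyme (4 nM final) with compounds titrated up to 77 uM and bovine liver glycogen (30 ug) in citrate pH 5.0, 0.01% Tween-20, 37 C 40 min. Released glucose detected by Amplex Red/glucose oxidase (Ex 573/Em 610); AC50 from Hill fits.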
GAA inhib: alpha-glucosidase (human) inhibition | actives 0.005% (n = 200,000) | purified human GAA, 4-MU-alpha-glucoside fluorescence | P10253 | Potency, µM (doses to about 76.9 µM), inactives show top-dose activity change, negative = inhibition, most hits filed as inhibitors;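 also: plate controls were uninhibited enzyme wells for no effect and no-enzyme background for full effect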
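qHTS format, compound range up to 77 uM. Human lysosomal enzyme at 4 nM, 400 uM 4-MU glucoside substrate, pH 5.0, 20 min room temperature; fluorescence after alkaline stop gives activity normalized to controls.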
Tau FP inhib: tau fibrillization inhibition (FP) | P10636 | K18 P301L tau heparin fibrillization, Alexa594 FP, 6 h | AID 1468 | Potency, µM (series often up to 57.7 µM), for inactives: at the top dose activity, negative = inhibition, usual class: inhibitors | actives 0.39% (n = 280,000); also: % is scaled to controls: 0 for no effect and ±100 for the full control effect; nearly all actives have a fitted effect of over 55% in size
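K18 P301L tau (15 uM unlabeled/0.24 uM Alexa 594-labeled, final) + compound + heparin 20 uM final; 100 mM NaOAc pH 7; 6 hr 37 C; ThT 30 uM final added, 1 hr RT; FP ex 555/em 632 nm.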
HTT cytoprotect: protects HTT-Q103 PC12 cells, measured by ATP. PC12 HTT-Q103 induced, cytoprotection, ATP luminescence, 40 h. Potency, µM (doses to about 56.4 µM), for inactives: cytoprotection (ATP increase), usual class: activators. actives 0.14% (n = 230,000);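 also: % of control where 0% means no effect; nearly all actives have a fitted effect of over 45% in size; toxic huntingtin expression switched on by the ecdysone agonist tebufenozide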
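Cells were plated at 1500 per well in phenol red-free DMEM with 5% equine and 5% calf serum. Tebufenozide (100 nM final) and compounds were added, then ATPlite reagent, and luminescence was read.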
An asterisk follows results filed as active; ? = inconclusive; · = no result given; & = joins results of further samples; [ ] = another dose, or the depositor's remark. Calls follow the shape of the dose curve; as a rule, active = well fitted curve in the direction sought with a large enough effect; inconclusive = small, poorly fitted or top-dose-only effect, or another doubt; inactive = no such curve, though single readings can be large; an effect the other way counts as inactive or inconclusive. Potency is read from the fitted curve at half-maximal effect.

SMILES	Tau fluor cs	GAA spleen mod	aGal spleen mod	Tau fibril ThT	GAA glycogen mod	GAA inhib	Tau FP inhib	HTT cytoprotect
COc1ccc2nc(N3CCCCC3)c(C#N)cc2c1	-18.2%	-7.8%	-0.2%	-7.1%	0.3%	-0.4%	4.2%	-40.8%[inhibitor]
C(=N\Nc1ccccn1)/c1ccc(N2CCOCC2)cc1	-4.4%	-3.1%	-0.4%	?	·	4.4%	?	-16.1%
CC(=O)Nc1ccc2nc(CN3CCC(CO)(CCc4ccccc4)CC3)ccc2c1	-3.9%	5.0%	9.4%	2.7%	-4.9%	·	-2.1%	17.5%[10 µM]
Cc1cc(S(=O)(=O)Cc2noc(-c3c(C)noc3C)n2)c(C)cc1Cl	-23.7%	1.0%	14.1%	-15.8%	-4.1%	·	-8.0%	20.5%[10 µM]
COc1ccc(Nc2c(-c3ccco3)nc3cccc(C)n23)cc1	?	-13.0%	0.9%	?	?	-9.1%	13.1%&5.3%	-3.6%
CCN(CC)C(=O)COc1ccc(-c2nnc(Nc3ccc(OC)c(C(=O)NC)c3)c3ccccc23)cc1	-23.8%&-17.3%	-6.2%	3.4%	?	-0.1%	-11.1%	8.8%&8.0%	-16.7%[10 µM]
COc1cc2c(cc1OC)CN(C(=O)c1ccco1)CC2	-1.5%	·	-5.1%	?	-6.1%	-3.4%	2.8%	-0.5%
O=C(N/N=C/c1cc2c3c(c1O)CCCN3CCC2)c1ccccc1O	11.2µM*[quencher]	-7.0%	-1.8%	12.6µM*	0.5%	?	-5.2%	·
COc1ccc(-c2ccc3ccccc3n2)cc1	3.1%	3.4%	2.9%	-12.9%	9.9%	3.5%	4.4%	-9.0%[10 µM]
COc1ccc2oc(=O)c(-c3nnc(-c4ccc(C)cc4)o3)cc2c1	1.2%	·	·	-7.9%	-0.3%[76.3 µM]	·	-8.2%	·

Taken from above:
Cc1cc(S(=O)(=O)Cc2noc(-c3c(C)noc3C)n2)c(C)cc1Cl in Tau FP inhib is entered as -8.0%
C(=N\Nc1ccccn1)/c1ccc(N2CCOCC2)cc1 in HTT cytoprotect is entered as -16.1%

Carrying on:
SMILES	Tau fluor cs	GAA spleen mod	aGal spleen mod	Tau fibril ThT	GAA glycogen mod	GAA inhib	Tau FP inhib	HTT cytoprotect
O=C1C2C3C=CC(C3)C2C(=O)N1c1ccc(-c2nc3ccccc3o2)cc1 (stereo not drawn)	-5.7%	7.1%	3.9%	-5.4%	0.3%	1.2%	-14.9%	-5.8%
c1ccc2c(c1)ccc1nnc(SCc3ccc4c(c3)OCO4)n12	-11.4%	7.0%	2.6%	?	-4.4%	-4.5%	10.3%	-46.7%[inhibitor][10 µM]
Cc1cc([N+](=O)[O-])nn1Cc1ccc(F)cc1	-0.3%	·	1.4%	-0.3%	4.8%	-2.5%	3.8%	-23.7%
O=C(CN1C(=O)NC(Cc2c[nH]c3ccccc23)C1=O)Nc1cccc(S(=O)(=O)N2CCOCC2)c1 (stereo not drawn)	?	-3.5%	1.2%	-17.9%	-0.1%	·	4.4%	14.9%[10 µM]
COc1ccc(-c2csc(N)n2)cc1F	-5.9%	5.8%	3.3%	-14.5%	-12.9%	-5.6%	8.9%	13.2%[10 µM]
COc1ccc(/C(C)=N\NC(=O)C(c2ccncc2)N2CCOCC2)cc1 (stereo not drawn)	1.9%	8.4%	-2.5%	0.2%	2.3%	·	5.5%	-4.0%[10 µM]
CSc1ccc(CCNC(=O)c2ccc3c(Cl)c4c(nc3c2)CCCC4)cc1	-13.0%	·	·	?	14.9%[76.3 µM]	·	-8.0%	·
Cc1cc(CNC(=O)COc2ccccc2)c2ccccc2n1	3.0%	·	3.8%	5.0%	6.0%	-3.7%	6.9%	-11.9%
O=C(CCCNS(=O)(=O)c1cccs1)N1CCN(c2ccc(F)cc2)CC1	-7.9%	-8.9%	3.4%	?	-8.4%	-0.4%	-1.3%	22.6%[10 µM]
CCCS(=O)(=O)c1c(S(=O)(=O)CCC)c2c(N)cccn2c1C(=O)c1ccc(OC)cc1	-26.8%	3.2%	3.5%	?	-9.9%	-10.3%	11.1%	-0.9%[10 µM]
CNC(=O)C1CC(=O)N(CCCc2ccccc2)C(=Nc2ccccc2)S1 (stereo not drawn)	-21.9%	-3.3%	0.8%	-6.1%	-14.3%	-19.4%	-4.8%	5.3%[10 µM]
Cc1nnc(SCC(=O)NCc2ccccc2Cl)[nH]c1=O	1.0%	-7.9%	3.4%	-6.0%	2.0%	-22.1%	-11.1%	-26.2%
Cc1ccc(NC(=O)N2CCCC2C(=O)NCc2cccs2)cc1 (stereo not drawn)	0.5%	-1.4%	-6.1%	9.8%	8.8%	2.5%	0.6%	-4.2%[10 µM]
CCCCn1cc(S(=O)(=O)c2ccc(OC)cc2)c(=O)c2cc(F)c(N3CCOCC3)cc21	-1.5%	·	·	-4.4%	-4.8%[76.3 µM]	·	6.7%	·
CCOC(=O)NC(=O)COC(=O)CNC(=O)c1ccc(OCC)c(OCC)c1	-2.1%	-3.0%	2.7%	-7.0%	3.9%	1.6%	1.3%	-16.1%
O=C(c1cnc2ccccc2n1)N1CCN(c2ccc(C(F)(F)F)cn2)CC1	-14.9%	12.4%	3.6%	-9.7%	-9.2%	·	-9.0%	10.0%[10 µM]
CCOC(=O)c1cc(-c2ccccc2)sc1NC(=O)CSc1nnc(N)s1	-27.1%	5.5%	10.8%	-2.4%	4.9%	-6.5%	?	-17.1%
COc1ccc(NC(=O)CN2CCCC(C)C2)c([N+](=O)[O-])c1 (stereo not drawn)	-25.9%	-4.1%	0.2%	-12.0%	-2.3%	-7.3%	-9.9%	1.8%[10 µM]
O=Cc1ccc(OCC(=O)Nc2ccccc2C(F)(F)F)cc1	-7.5%	7.1%	3.5%	-10.0%	18.5%	1.4%	-13.8%	3.6%[10 µM]
COc1ccc(C(=O)NCC(=O)OCC(=O)Nc2cc(OC)ccc2OC)cc1	-4.2%	3.3%	2.3%	-6.7%	-4.2%	2.9%	3.3%	-6.8%
N[C@@H](Cc1cc(-c2ccc(Cl)cc2Cl)cc(CP(=O)(O)O)c1O)C(=O)O	6.7%	11.3%	-5.6%	10.6%	·	·	-3.4%	8.2%
CCOC(=O)C(NC(C)=O)(Nc1ccc(S(=O)(=O)Nc2cc(C)on2)cc1)C(F)(F)F (stereo not drawn)	-3.7%	-5.2%	-3.2%	-15.9%	5.1%	-6.4%	-2.2%	2.2%[1.9 µM]
O=C(CCN1C(=O)c2ccccc2C1=O)Nc1cccc(S(=O)(=O)N2CCCCC2)c1	-21.1%	-7.4%	-3.3%	-10.6%	-1.0%	-8.7%	-5.4%	-10.6%
CCn1cc(C(=O)OC)c(=O)c2ccc(C)nc21	-9.0%	-1.4%	6.2%	-9.1%	12.2%	-10.7%	2.1%	-17.3%
Fc1ccc(CSc2ccc(-c3cccs3)nn2)cc1	-1.2%	-2.3%	9.8%	8.1%	13.7%	-6.2%	-1.1%	8.5%[10 µM]
CCS(=O)(=O)c1ccc(O)c(NC(=O)/C=C/c2ccccc2)c1	-18.1%	0.1%	-1.0%	-17.0%	7.2%	-10.6%	-3.0%	0.6%[10 µM]
CS(=O)(=O)N1CCN(c2ccccc2NC(=O)Cc2ccc(Cl)cc2)CC1	-5.7%	-11.0%	-2.6%	-8.6%	3.7%	-3.5%	5.2%	19.9%[10 µM]
CC1CCN(c2ncccc2C(=O)O)CC1	-9.1%	4.6%	12.4%	-13.0%	3.7%	-3.4%	-2.2%	3.5%
COc1ccc(Cc2nnc(SCc3c(C)noc3C)n2C2CCCCC2)cc1OC	-1.2%	-4.6%	4.1%	-2.1%	-4.8%	-0.4%	10.2%	-18.5%
CCOC(=O)c1c(NC(=O)c2ccoc2C)sc(C)c1C	-19.3%	3.0%	7.9%	-18.8%	-1.9%	-2.0%	-8.3%	8.7%

Part of the list above with just HTT cytoprotect and GAA glycogen mod:
Structure | HTT cytoprotect | GAA glycogen mod
CS(=O)(=O)N1CCN(c2ccccc2NC(=O)Cc2ccc(Cl)cc2)CC1 | 19.9%[10 µM] | 3.7%
CC1CCN(c2ncccc2C(=O)O)CC1 | 3.5% | 3.7%

(further entries)
SMILES	Tau fluor cs	GAA spleen mod	aGal spleen mod	Tau fibril ThT	GAA glycogen mod	GAA inhib	Tau FP inhib	HTT cytoprotect
COc1ccc([N+](=O)[O-])cc1NC(=O)C(C)OC(=O)c1ccccc1C(=O)c1ccc(Cl)cc1 (stereo not drawn)	?	-13.7%	0.4%	-8.5%	-4.2%	-6.0%	-9.4%	-14.9%[10 µM]
CC(C)c1ccc(NC(=O)C(c2ccccc2)N2CCOCC2)cc1 (stereo not drawn)	-7.3%	-10.6%	8.6%	-9.1%	-9.7%	-2.4%[15.4 µM]	2.9%	-9.0%
COC(=O)c1ccc(CN2CCN(CCCc3ccccc3)C(CCO)C2)cc1 (stereo not drawn)	-2.7%	-10.8%	-4.4%	-12.0%	8.4%	1.8%	-0.8%	-11.8%
S=c1nc(-c2ccccc2)n(Cc2ccco2)c2c1CCCC2	-12.9%	-1.0%	0.8%	?	3.2%	-0.7%	-4.3%	-15.6%
Cc1ccc(N(CC(=O)Nc2ccc3c(c2)OCCO3)S(C)(=O)=O)cc1	-6.3%	0.5%	2.1%	-0.4%	0.3%	-2.1%	-1.5%	2.2%[10 µM]
Cc1ccc(C(=O)Nc2ccnc(-c3cccnc3)n2)cc1	0.7%	-8.1%	3.7%	-1.1%	6.0%	3.7%	-0.2%	0.8%[10 µM]
N/C(=N\OC(=O)c1ccco1)c1ccc(Br)cc1	-12.3%	1.6%	-0.7%	-18.9%	0.0%	-4.1%	3.5%	-8.4%
CCOc1ccc(CONS(=O)(=O)c2ccc(NC(C)=O)cc2)cc1Cl	-19.4%	-0.2%	3.6%	7.3%	-2.3%	-5.5%	-14.8%	25.6%[10 µM]
O=C(NCCCN1CCCC1)c1cc2c(Cl)nc3ccccc3c2s1	-12.9%	-1.0%	-6.5%	?	7.4%	-3.0%	-2.5%	-31.7%[inhibitor]
COc1ccc(NC(=O)c2onc(C)c2Cl)cc1	5.1%	-10.6%	1.0%	·	3.8%	·	-5.2%	-3.0%[10 µM]

Rows are unselected; 3.3% or so of the library scored in one or more.
